Compound activity (PubChem)
Myeloid diff MLP = myeloid differentiation induction; ER-HoxA9 myeloid progenitors, lysozyme-GFP differentiation, flow cytometry; calls only at 10 µM; 360,000 tested, 1% active;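 active = normalized GFP-positive differentiation at or above the plate's own cutoff, the solvent-only control mean plus 3 SD; inconclusive = no clear call, values can overlap the other calls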;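 also: cells exposed to compound for four days before flow analysis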
Large T inhibition = TAg ATPase/helicase activity blockers – biochemical (AID 1903); SV40 large T antigen ATPase/helicase inhibition assay; higher % means a stronger effect; 310,000 tested, 0.39% active; inhibition, % at 20 µM; hits with a dose series show IC50 in µM; in the data active = a potency from the dose series; inconclusive = inhibition mostly from about 32% at the one dose, without a potency; inactive = the rest, 99 in 100 with inhibition below about 32%; also: strong numbers were not always called active
West Nile virus CPE = inhibition of WNV-induced cytopathic effect – cell-based, CPE readout (AID 1621) | 290,000 tested, 0.02% active | West Nile virus-infected cells, CPE inhibition; higher % means a stronger effect | one-dose CPE inhibition, % at 10 µM; IC50 in µM for titrated hits; in the data active = a potency from the dose series; inconclusive = CPE inhibition mostly from about 3.7% at the one dose, without a potency; inactive = the rest, 99 in 100 with CPE inhibition below about 2.2%; also: strong numbers were not always called active
MgcRacGAP inhibition = MgcRacGAP GTPase-activating activity inhibitors, confirmation, biochemical, ADP Hunter fluorescence. MgcRacGAP-stimulated Rac1 GTP hydrolysis, ADP Hunter fluorescence; higher % means a stronger effect; GST-tagged Rac1 F28L mutant substrate. one-dose inhibition, % at 30 µM; IC50 in µM for titrated hits. 340,000 tested, 0.6% active. AID 624330;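 active = first-screen hits whose inhibition reached a set limit at any dose in the follow-up dose series; inconclusive = inhibition above the set first-screen limit but never retested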;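 also: fluorescence reports GDP produced by GAP-driven GTP hydrolysis; strong numbers were not always called active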
PhoP inhibition = PhoP-dependent GFP reporter repression – Salmonella Typhimurium, primary screen (AID 1863) | S. Typhimurium PhoP-regulated promoter GFP reporter, 4 h; higher % means a stronger effect | inhibition, % at 50 µM; hits with a dose series show IC50 in µM | 300,000 tested, 0.16% active;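 active = inhibition over 29.93%, a cutoff 3 SD above the screen mean, later confirmed by dose response; inconclusive = inhibition over 29.93% but no dose response follow-up; inactive = inhibition at most 29.93% or unconfirmed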;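 also: 0% = low Mg2+ inducing control and 100% = high Mg2+ repressing control; strong numbers were not always called active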
RSV CPE inhibition = inhibition of RSV-induced cytopathic effect – HEp-2 cells, primary 10 µM value included (AID 2391) | 310,000 tested, 0.13% active | HEp-2 cells, RSV-induced CPE inhibition; higher % means a stronger effect | CPE inhibition, % at 10 µM; hits with a dose series show IC50 in µM; in the data active = a potency from the dose series; inconclusive = CPE inhibition mostly from about 23% at the one dose, without a potency; inactive = the rest, 99 in 100 with CPE inhibition below about 21%; also: strong numbers were not always called active
T cell HTS = modulates CD8 T cell binding to vesicles; 2C CD8+ T cell-vesicle binding, flow cytometry; hits give low values; calls only at 7 µM; 330,000 tested, 0.068% active; AID 2052;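 active = response, share of CD8 T cells binding vesicles, and their 90th percentile fluorescence all below set limits, cut at about 80% in these data, passing the limit was not always enough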
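Also added: QL9-peptide-loaded Drosophila micro-vesicles bearing Ld, ICAM-1 and B7-1; Test system: purified 2C TCR transgenic mouse naive CD8+ T cells; Measured by: cytometric PE anti-B7-1 and Alexa647 anti-CD8 signals after 1% paraformaldehyde fixation; Timing: binding step 1.5 h, 37 °C, antibody labelling 20 min, ice.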
T cell HTS vesicle-bound % = further read-out of T cell HTS, marked with its call; double positive events, %; measured here: CD8+ vesicle-bound cell fraction;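 binding gate set so that unloaded-vesicle control wells show 10% double positive cells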
Myeloid diff MLP GFP+ MAC1+ % = also measured in Myeloid diff MLP; calls as there; GFP+ MAC1+ double positive, %; measured here: differentiation confirmed by MAC1 staining
Starred values were filed as active, the others as inactive; i = inactive; ? = inconclusive; / = no result given. The list is partial. The share of hits here may be higher or lower than overall.

Preview, six compounds:
SMILES	Myeloid diff MLP	Myeloid diff MLP GFP+ MAC1+ %	Large T inhibition	West Nile virus CPE	MgcRacGAP inhibition	PhoP inhibition	RSV CPE inhibition	T cell HTS	T cell HTS vesicle-bound %
COc1ccc(C2c3cc4c(cc3OC(NNC(N)=O)C2C)OCO4)cc1 (stereo unspecified)	/	/	/	/	-1%	/	/	/	/
COc1cccc2c1C1COC3C4CC(C(=O)O)C(C(C2)N13)N4C (stereo unspecified)	/	/	/	/	-11%	/	/	/	/
CC(C)=CCNc1ncnc2c1c(C#N)cn2C1OC(CO)C(O)C1O (stereo unspecified)	/	/	/	/	-4%	/	/	/	/
O=C1NC(c2cccc3ccccc23)Nc2ccc(Cl)cc21 (stereo unspecified)	/	/	/	/	8%	/	/	/	/
CCCS(=O)(=O)Nc1ccc(Nc2c3ccccc3nc3ccccc23)c(OC)c1	/	/	/	/	?	/	/	/	/
Nc1ccccc1C(=O)NC(=O)Nc1ccc(Oc2ncc(Br)cn2)c(Cl)c1	/	/	/	/	6%	/	/	/	/

The listing, from the start:
SMILES	Myeloid diff MLP	Myeloid diff MLP GFP+ MAC1+ %	Large T inhibition	West Nile virus CPE	MgcRacGAP inhibition	PhoP inhibition	RSV CPE inhibition	T cell HTS	T cell HTS vesicle-bound %
COc1ccc(C2c3cc4c(cc3OC(NNC(N)=O)C2C)OCO4)cc1 (stereo unspecified)	/	/	/	/	-1%	/	/	/	/
COc1cccc2c1C1COC3C4CC(C(=O)O)C(C(C2)N13)N4C (stereo unspecified)	/	/	/	/	-11%	/	/	/	/
CC(C)=CCNc1ncnc2c1c(C#N)cn2C1OC(CO)C(O)C1O (stereo unspecified)	/	/	/	/	-4%	/	/	/	/
O=C1NC(c2cccc3ccccc23)Nc2ccc(Cl)cc21 (stereo unspecified)	/	/	/	/	8%	/	/	/	/
CCCS(=O)(=O)Nc1ccc(Nc2c3ccccc3nc3ccccc23)c(OC)c1	/	/	/	/	?	/	/	/	/
Nc1ccccc1C(=O)NC(=O)Nc1ccc(Oc2ncc(Br)cn2)c(Cl)c1	/	/	/	/	6%	/	/	/	/
COc1ccc(/C=C2/CSC/C(=C/c3ccc(OC)c(OC)c3)C2=O)cc1OC	/	/	/	/	2%	/	/	/	/
O=[N+]([O-])c1cc2no[n+]([O-])c2cc1N1CCCCC1	/	/	/	/	25%	/	/	/	/
CN(C)CCNC(=O)c1ccc(Cl)c2cc3ccccc3nc12	/	/	/	/	?	/	/	/	/
CC(=NNC(=S)N1CCC1)c1ccccn1	/	/	/	/	3%	/	/	/	/
O=C(CCN1CCCCC1)N1CCc2c([nH]c3ccccc23)C1c1cccnc1 (stereo unspecified)	/	/	/	/	2%	/	/	/	/
Cc1cc(NC(=O)NC(=O)c2ccccc2NC(=O)CN(C)C)ccc1Oc1ncc(Br)cn1	/	/	/	/	8%	/	/	/	/
COC1C(OC(=O)/C=C/C=C/C=C/C=C/C(=O)O)CCC2(CO2)C1C1(C)OC1CC=C(C)C (stereo unspecified) (tested in a mixture with another compound)	/	/	/	/	3%	/	/	/	/
CCN(CC)C1Oc2cc3c(cc2C(c2cc(OC)c(O)c(OC)c2)C1C)OCO3 (stereo unspecified)	/	/	/	/	9%	/	/	/	/
Cc1c(-c2ccccc2)c(-c2ccc(OCCN(C)C)cc2)n2ccccc12	/	/	/	/	2%	/	/	/	/
CC(=O)c1ccc2c(c1)CC1(C2)Cc2cc3c(cc2C1)C(=O)CC3 (stereo unspecified)	/	/	/	/	1%	/	/	/	/
C=C(CN(C)C)C(=O)c1ccc(OC2OC(COC(C)=O)C(OC(C)=O)C(OC(C)=O)C2OC(C)=O)cc1 (stereo unspecified)	/	/	/	/	162µM*	/	/	/	/
O=c1[nH]c(=O)n(C2OC(CO)C(O)C2O)cc1F (stereo unspecified)	/	/	/	/	4%	/	/	/	/
Nc1nc(Sc2ccc([N+](=O)[O-])c3nonc23)c2[nH]cnc2n1	/	/	/	/	50µM*	/	/	/	/
C[C@H](O)C#Cc1ccc2c(c1)O[C@@H](CN(C)Cc1ccc(-c3ccccc3)cc1)[C@H](C)CN([C@@H](C)CO)S2(=O)=O	/	/	/	/	4%	/	/	/	/
COc1cc2c(cc1OC)C1C(=O)c3cc(OS(C)(=O)=O)c(OC)cc3C1N(C)C2=O (stereo unspecified)	/	/	/	/	-6%	/	/	/	/
CCCCn1c2ccccc2c2nnc(SCCN3CCCCC3)nc21	i	0.7	/	-0.3%	/	/	/	/	/
COc1ccc(-c2coc3c(C)c4oc(=O)c(CC(=O)O)c(C)c4cc23)cc1	i	0.6	/	0.3%	/	/	/	/	/
COc1cccc(CC(NC(C)=O)C(=O)NC2CCN(C(=O)NCc3ccccc3)CC2)c1 (stereo unspecified)	/	/	/	1.4%	3%	/	/	/	/
COc1ccccc1CC(NC(C)=O)C(=O)NC1CCN(C(=O)Nc2cccc(F)c2)CC1 (stereo unspecified)	/	/	/	-0.7%	5%	/	/	/	/
COc1ccc(N(C(=O)c2snc(C(N)=O)c2N)C(C(=O)NC2CCCC2)c2ccco2)c(OC)c1 (stereo unspecified)	/	/	/	-0.4%	4%	/	/	/	/
N#CCC(=O)Nc1ccc(C(=O)NNC(=S)NC2CCCCC2)cc1	i	0.5	/	/	/	/	/	i	46
Cc1cc(S(=O)(=O)Nc2ccc(C(=O)NCC3CCCO3)cc2)ccc1F (stereo unspecified)	i	0.3	/	/	/	/	/	i	45
CN(C(=O)CSc1nncc2ccccc12)c1ccccc1	i	1.0	/	/	/	/	/	i	44
Cc1ccc(S(=O)(=O)Nc2ccc3cn[nH]c3c2)cc1C	i	0.6	/	/	/	/	/	i	43
NS(=O)(=O)c1ccc(CCNC(=O)COC(=O)/C=C/c2cc(Br)ccc2F)cc1	i	1.3	/	/	/	/	/	i	32
Cc1cc(NC(=O)Cn2cnc3sc(C)c(C)c3c2=O)no1	i	1.1	/	/	/	/	/	i	30
COc1cccc(C(=O)OCC(=O)N2CCc3ccccc3C2)c1OC	i	0.9	/	/	/	/	/	i	48
COc1cc(S(=O)(=O)N2CCN(Cc3ccc4c(c3)OCO4)CC2)ccc1NC(C)=O	i	0.8	/	/	/	/	/	i	35
CCCCNc1c(-c2ccc(OC)c(Sc3ccc(OC)cc3)c2)nc2ccc(Cl)cn12	/	/	/	/	4%	/	/	i	22
Cc1noc(C)c1COc1cccc(C(=O)Nc2ccc(Br)cc2F)c1	/	/	/	/	1%	/	/	i	5
COc1ccc(OC)c(-c2nnc3n2N=C(c2ccc(OC)c(OC)c2)CS3)c1	/	/	/	/	10%	/	/	i	5
CCC(=NNC(=O)c1ccc2c(c1)nc(C)n2CC)c1cc(F)ccc1O	/	/	/	/	2%	/	/	i	43
COc1ccc(-c2nc(C(N)=O)c3[nH]c(=O)n(-c4cccc(Cl)c4)c3n2)cc1OC	/	/	6%	/	13%	0%	/	/	/
N#CCC(=O)N1CCN(Cc2ccc3c(c2)OCO3)CC1	i	0.5	15%	/	/	/	/	i	31
Cc1cccnc1Oc1ncccc1N	i	0.4	8%	/	/	/	/	i	35
Cc1ccccc1N=Nc1c(O)[nH]c2ccccc12	i	0.2	22%	/	/	/	/	i	24
Cc1ccc(S(=O)(=O)N(OCc2ccccc2)C(C)C(=O)O)cc1 (stereo unspecified)	i	1.1	15%	/	/	/	/	i	29
O=C(Nc1cccc2cccnc12)c1ccccc1Cl	i	0.3	1%	/	/	/	/	i	27
Cc1ccccc1CN(c1ccc(C(=O)N2CCN(C)CC2)cc1)S(C)(=O)=O	i	0.6	1%	/	/	/	/	i	32
CCCCc1c(O)c2cccc3c2n(c1=O)CCC3	i	0.2	10%	/	/	/	/	i	38
CC1CCN(CC(O)COC2CC(C)CC(C)(C)C2)CC1 (stereo unspecified)	i	0.1	7%	/	/	/	/	i	40
CCOc1nc(-c2ccccc2)ncc1Oc1ccccc1	i	0.4	3%	/	/	/	/	i	19
CN(Cc1ccccc1)C(=O)Nc1ccc(Cl)cc1	i	0.1	24%	/	/	/	/	i	20
O=C(Nc1ccccc1F)c1ccccc1C(=O)Nc1ccccc1F	i	0.2	15%	/	/	/	/	i	36
COc1ccc2nc(C)cc(N/N=C/c3ccccc3)c2c1	/	/	/	/	20%	/	-2.8%	i	69
Cn1nnnc1Sc1ncnc2scc(-c3cccs3)c12	/	/	/	/	24%	/	-1.9%	i	28
CC(C)(C)OC(=O)N(Cc1ccccc1)Cc1ccccc1OCc1cccc(NC(=O)C2CCC2)c1	i	0.4	/	/	8%	/	/	/	/
CN(CC(=O)Nc1ccccc1Cl)C(=O)c1cc2c(s1)CCCCC2	i	1.4	/	/	8%	/	/	/	/
CC(C)C1(C2CCCC2)NC(=O)NC1=O (stereo unspecified)	i	1.3	/	/	-1%	/	/	/	/
COc1ccccc1NS(=O)(=O)c1cc(N/C(=N/S(=O)(=O)c2ccccc2)c2ccc(F)cc2)ccc1Cl	i	1.5	/	/	8%	/	/	/	/
O=C1C(=O)N(c2ccccc2)C(c2ccccc2)C1c1ccccc1 (stereo unspecified)	i	0.7	/	/	9%	/	/	/	/
CCOC(=O)/C=c1/s/c(=C/c2ccccc2OC)c(=O)n1CC(=O)N1CCOCC1	i	0.5	/	/	4%	/	/	/	/
O=c1ccn([C@@H]2O[C@H](CNS(=O)(=O)c3csc(-c4ccno4)c3)[C@@H](O)[C@H]2O)c(=O)[nH]1	i	0.4	/	/	9%	/	/	/	/
COCOCCn1cc(CN2CCS(=O)(=O)N(Cc3ccc(-c4ccc(Cl)cc4)cc3)C(C)C2=O)nn1 (stereo unspecified)	i	1.2	/	/	21%	/	/	/	/
The results go on.
SMILES	Myeloid diff MLP	Myeloid diff MLP GFP+ MAC1+ %	Large T inhibition	West Nile virus CPE	MgcRacGAP inhibition	PhoP inhibition	RSV CPE inhibition	T cell HTS	T cell HTS vesicle-bound %
O=C(O)CC1CCC1CC(=O)O (stereo unspecified)	i	0.9	/	/	4%	/	/	/	/
O=C(NNc1ccc([N+](=O)[O-])cn1)Nc1ccc(N=Nc2ccccc2)cc1	i	0.6	/	/	6%	/	/	/	/
CSc1cccc(NC(=O)C2CC(=O)N(c3ccc4c(c3)OCCO4)C2)c1 (stereo unspecified)	i	0.4	/	/	2%	/	/	/	/
CN(CCc1ccccc1)C(=O)c1cccc(NC(=O)Cc2cccc(NC(=O)C3CCCN(C(=O)C4CC4)C3)c2)c1 (stereo unspecified)	i	1.7	/	/	-5%	/	/	/	/
CN1CCN(CCNC(=O)c2ccc(CS(=O)c3ccc(Br)cc3)o2)CC1 (stereo unspecified)	i	1.6	/	/	8%	/	/	/	/
COc1ccc(S(=O)(=O)N2CCOCC2)cc1NC(=O)c1ccc(S(=O)(=O)N(C)c2ccccc2OC)cc1	i	1.0	/	/	4%	/	/	/	/
CC(C)n1c(=O)[nH]c(=O)n1C(C)C	i	1.3	/	/	1%	/	/	/	/
COc1ccc(C(=O)C2CC2)cc1	i	1.3	/	/	3%	/	/	/	/
COc1ccc([N+](=O)[O-])cc1N(CC(O)CN1C(=O)NC(C)(C)C1=O)S(=O)(=O)c1ccc(C)cc1 (stereo unspecified)	i	1.3	/	/	18%	/	/	/	/
